# High-throughput results deposited in PubChem BioAssay by several laboratories.
# LRH-1 inv ag: LRH-1 (NR5A2) inverse agonists, primary screen, cell-based, luminescence, HEK293T, StAR-luciferase reporter | inhibition, % at 3.6 µM | AID 602396, 2012 | LRH-1 transfected, 24 h | Nuclear receptor subfamily 5 group A member 2 (Homo sapiens), O00482 | 360,000 compounds, 0.13% hits;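 active = inhibition above the mean inhibition of all tested compounds plus 3 SD, cut at about 73% in these data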;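 note: 0% = DMSO wells and 100% = reporter-only cells lacking LRH-1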
# Target sequence (O00482 whole entry, looked up): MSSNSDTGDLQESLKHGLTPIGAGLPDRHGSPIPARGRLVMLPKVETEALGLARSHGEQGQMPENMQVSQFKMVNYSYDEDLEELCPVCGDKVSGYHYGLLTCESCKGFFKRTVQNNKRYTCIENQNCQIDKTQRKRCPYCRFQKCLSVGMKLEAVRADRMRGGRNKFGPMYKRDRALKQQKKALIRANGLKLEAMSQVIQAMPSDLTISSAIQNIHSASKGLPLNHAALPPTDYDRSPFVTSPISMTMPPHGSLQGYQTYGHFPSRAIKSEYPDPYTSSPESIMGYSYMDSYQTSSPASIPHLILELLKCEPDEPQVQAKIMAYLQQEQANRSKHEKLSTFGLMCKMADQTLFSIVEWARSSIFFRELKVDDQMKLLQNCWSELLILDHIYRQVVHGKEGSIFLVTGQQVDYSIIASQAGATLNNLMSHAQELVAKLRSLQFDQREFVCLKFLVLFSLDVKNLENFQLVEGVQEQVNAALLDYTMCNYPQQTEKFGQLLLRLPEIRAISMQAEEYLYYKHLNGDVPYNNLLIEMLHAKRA
# LMP1 NFkB inh: EBV LMP1-driven NF-kappaB luciferase reporter inhibitors, primary screen, cell-based, luminescence, single point; LMP1-induced NF-kappaB luciferase reporter cells; inhibition, % at 12.5 µM; 350,000 compounds, 0.69% hits; in the data active = inhibition above about 41%;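 note: 0% = neutral control wells and 100% = reference inhibitor control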
# KKLEB cytotox: cytotoxicity in KKLEB CF airway cells, primary screen, cytotoxicity control for CF NF-kB inhibitor project, cell-based, uHTS, fluorescence assay plates; KKLEB CF airway cells viability, ATPlite luminescence, overnight; stronger effect = lower value; cells stimulated with P. aeruginosa culture filtrate; activity change (cytotoxicity), % at 5 µM; 360,000 compounds, 0.36% hits;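 active = corrected activity change at or below -50% at 5 µM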
# TWEAK Fn14 block: inhibitors of TWEAK-Fn14 signaling, primary screen, luciferase reporter cells, uHTS; 360,000 compounds, 2% hits; inhibition, % at 10 µM; TWEAK-stimulated Fn14 reporter cells, luciferase luminescence, 8 h; in the data active = inhibition above about 50%
# TROY NFkB inh: inhibitors of TROY-driven NF-kB signaling, primary screen, Q293 LMP1-TROYcd cells, NF-kB luciferase, uHTS. Q293 LMP1-TROYcd NF-kB luciferase reporter, 4 h. inhibition, % at 10 µM. 360,000 compounds, 0.98% hits. AID 1347056, 2019;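 active = compounds whose plate-normalised and pattern-corrected inhibition of the luciferase reporter signal at the single screening dose is 50% or more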
# Shn3 3UTR inh: reduction of Shn3 3'UTR firefly luciferase signal, primary screen, Schnurri-3 inhibitor project, cell-based, Clone20 osteoblasts, set 2 | Clone20 osteoblast Shn3 3'UTR firefly luciferase, 24 h | inhibition, % at 12.5 µM | 360,000 compounds, 0.52% hits | AID 588674, 2011;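 active = mean inhibition of at least 75% with every replicate also reaching 75%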;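 note: 0% = median of neutral control wells and 100% = pilot-screen positive control compound; some compounds past the cut are filed as inactive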
# TRAIL sens C8: viability loss with TRAIL in NB7+C8 cells, primary screen, TRAIL sensitizer project, cell-based, ATPlite luminescence | inhibition (viability loss, TRAIL sensitization), % at 10 µM | 360,000 compounds, 1% hits | AID 624354, 2012;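 active = compounds causing at least 50% loss of cell viability in the single-dose screen, relative to plate controls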
# NCOA3 inh: SRC3 coactivator transcriptional activity inhibitors, primary screen, cell-based, luminescence; 360,000 compounds, 0.17% hits; Nuclear receptor coactivator 3 (Homo sapiens), Q9Y6Q9; inhibition, % at 3.6 µM; HEK293 GAL4-SRC3 luciferase reporter; AID 588352, 2011;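 active = inhibition above a per-campaign cutoff, the mean of all compounds plus 3 SD, cut at about 60% in these data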;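 note: 0% = DMSO-treated cells and 100% = gossypol-treated cells at 36 µM; higher means less SRC3-driven luciferase light from the GAL4 reporter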
# CF NFkB block: inhibitors of PAF-induced NF-kB signaling, primary screen, cell-based, GFP fluorescence, uHTS | KKLEB NF-kB-GFP reporter, GFP fluorescence overnight | inhibition, % at 5 µM | 360,000 compounds, 0.86% hits | AID 588850, 2011;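 active = at least 50% inhibition at 5 µM, scaled per plate between neutral and stimulator controls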;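 note: PAF is a Pseudomonas aeruginosa culture filtrate used as stimulus; plate controls were PAF-stimulated DMSO wells for no effect and unstimulated DMSO wells for full effect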
# COUP-TFII inh: NR2F2 transcriptional activity inhibitors, primary screen, cell-based, luciferase reporter, HEK293T, luminescence; AID 686940, 2013; 370,000 compounds, 0.7% hits; COUP transcription factor 2 (Homo sapiens), P24468; inhibition, % at 8.6 µM; HEK293T NGFI-A luciferase reporter;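 active = inhibition above a per-plate cutoff, mean inhibition of test wells between control levels plus 3 SD, cut at about 38% in these data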;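 note: cells cotransfected with COUP-TFII expression vector driving the NGFI-A reporter; 0% = median of COUP-TF2 test wells and 100% = reporter-only cells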
# Target sequence (P24468 whole entry, looked up): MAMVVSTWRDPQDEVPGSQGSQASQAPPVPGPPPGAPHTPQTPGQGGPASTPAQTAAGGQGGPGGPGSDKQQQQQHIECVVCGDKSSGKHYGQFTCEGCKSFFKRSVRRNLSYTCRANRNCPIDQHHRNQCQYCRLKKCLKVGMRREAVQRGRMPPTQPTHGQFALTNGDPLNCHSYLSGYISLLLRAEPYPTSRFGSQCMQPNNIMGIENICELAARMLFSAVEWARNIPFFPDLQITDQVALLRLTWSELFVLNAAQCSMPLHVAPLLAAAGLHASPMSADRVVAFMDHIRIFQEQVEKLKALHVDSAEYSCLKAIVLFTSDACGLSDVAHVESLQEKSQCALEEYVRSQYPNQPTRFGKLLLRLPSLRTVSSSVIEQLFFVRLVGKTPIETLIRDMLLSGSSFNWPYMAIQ
# NCOA1 inh: SRC1 coactivator transcriptional activity inhibitors, primary screen, cell-based, luminescence. inhibition, % at 3.6 µM. 360,000 compounds, 0.12% hits. HEK293 GAL4-SRC1 luciferase reporter;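 active = inhibition above the campaign mean plus 3 SD, with each screening campaign given its own cutoff, cut at about 60% in these data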;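 note: 0% = DMSO treated cells and 100% = gossypol at 36 µM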
# Numbers without * were called inactive; nt = not tested or not shown.
Compound	Shn3 3UTR inh	TWEAK Fn14 block	NCOA3 inh	TROY NFkB inh	LMP1 NFkB inh	TRAIL sens C8	KKLEB cytotox	COUP-TFII inh	LRH-1 inv ag	CF NFkB block	NCOA1 inh
CCCOc1ccc(/C=N/Nc2ccccc2[N+](=O)[O-])c(O)c1	-11.8	98.2*	46.8	90.5*	24.5	41.8	-1.5	44.1*	-2.8	-16.3	35.6
COc1ccc(-n2c(C)c(C)c3c(N)ncnc32)cc1	11.2	46.2	25.1	22.0	6.2	-0.7	-15.5	19.3	14.2	45.0	18.3
O=C(O)c1cc(S(=O)(=O)N2CCOCC2)c[nH]1	-0.4	0.5	-13.6	-2.3	-2.3	-12.3	-1.8	-3.2	-10.0	0.8	4.5
CCCCSc1ncnc2[nH]ncc12	-1.8	4.3	-3.7	-5.7	2.8	-4.7	13.9	-12.9	-6.2	-14.1	-2.5
Cc1ccccc1NC(=O)CN1CCN(Cc2ccccc2)CC1	6.2	0.4	5.6	-3.0	-7.9	-20.5	6.2	0.9	2.2	13.6	1.5
CSCC[C@H](Nc1ncnc2sc(C)c(C)c12)C(=O)O	-24.5	-1.8	-6.1	8.5	15.9	10.1	4.4	4.6	1.4	1.1	-3.9
CCCNC(=O)c1cc2c(c(-c3cccc(-c4ccc(F)cc4)c3)n1)[C@H](CCO)N(S(=O)C(C)(C)C)C2 (stereo partly specified)	-9.2	26.9	14.3	9.9	nt	15.9	-25.3	-16.4	-0.7	-14.9	23.1
O=C(Nc1cccc(S(=O)(=O)N2CCCC2)c1)c1cc(=O)[nH]c2ccccc12	2.1	8.7	-15.6	-5.8	31.6	-15.9	-0.7	25.5	7.3	8.8	2.5
COc1ccccc1COC(=O)N/C=C/c1ccco1	-9.4	-2.6	-1.9	5.9	-14.1	-0.1	-3.8	-9.2	2.8	9.4	3.8
CCn1c(C(O)c2ccc(C)cc2)nc2ccccc21 (stereo unspecified)	-1.9	-14.7	4.8	0.5	2.3	14.4	4.1	-8.2	39.1	-12.2	-5.6
Cc1c(C(=O)N2CCCCC2)oc2ccccc12	-53.0	-15.8	-35.4	-59.3	-3.1	-3.0	-4.3	-19.9	-1.5	8.1	-30.4
Cc1ccc2c(c1)C(=O)C(=O)N2CCCOc1ccccc1	nt	-12.2	-5.8	-17.7	-10.5	-3.0	0.0	-19.1	-15.2	-16.8	-106.5
CCCCc1ccc(-c2c(C#N)c(N)nc3c2CCCC3)s1	-9.3	10.9	-35.0	31.8	-5.8	1.6	4.8	11.0	-1.3	5.7	-12.2
Cc1ccc(C(=O)ON=C2CCN(c3ccc([N+](=O)[O-])cc3)CC2)cc1	8.1	6.7	-2.0	11.2	-6.9	10.4	-11.7	-8.9	2.2	-3.8	-59.0
CCC(c1nnc(SC(C)C(=O)NC2CC2)n1-c1ccc(OC)cc1)N(C)C (stereo unspecified)	1.6	8.7	10.5	-4.0	4.3	-8.7	-15.7	-5.4	-7.7	-3.8	4.6

# Further results
Compound	Shn3 3UTR inh	TWEAK Fn14 block	NCOA3 inh	TROY NFkB inh	LMP1 NFkB inh	TRAIL sens C8	KKLEB cytotox	COUP-TFII inh	LRH-1 inv ag	CF NFkB block	NCOA1 inh
CC1(C(=O)Nc2cnc3ccccc3c2)CCN1Cc1ccc2c(c1)OCCO2 (stereo unspecified)	-6.7	36.9	-4.5	19.6	nt	-11.6	0.2	-16.4	-7.9	5.2	10.5
Cn1c2c(c3ccccc31)CCN1CCC[C@]21c1ccccc1	10.0	21.5	-16.9	-21.4	-29.4	4.4	13.3	5.9	-0.3	-25.5	-1.8
Cc1nnc(SCC(=O)Nc2c(Cl)cccc2Cl)n(N)c1=O	4.5	-1.6	-0.8	8.2	5.5	-16.0	15.0	0.2	6.1	2.4	4.2
O=C(Cc1ccccc1)Nc1ccc(N2CCOCC2)cc1	-15.6	-18.2	-27.8	-28.2	2.9	2.5	-1.5	-35.6	-46.1	1.6	-20.4
Cc1cc(N2CCN(C)CC2)nc2ccc(NC(=S)N3CCCCC3)cc12	-36.1	-8.3	-4.9	54.0*	-2.9	11.4	-3.5	4.5	7.5	-17.5	-19.6
O=c1[nH]c2ccc(S(=O)(=O)N3CCC(Cc4ccccc4)CC3)cc2o1	56.6	-0.6	-0.9	29.6	1.9	-10.9	2.1	14.4	-12.5	-6.2	7.8
O=C(NC1CCNCC1)C1CC1	-5.1	-14.9	3.7	-31.4	-1.9	2.6	6.6	-1.8	9.1	-11.8	11.9
CC(C)C(=O)Nc1cccc2nsnc12	-16.7	27.6	9.9	-5.2	6.5	-26.7	3.8	7.7	15.2	18.0	4.1
C[C@@]12CCC=C[C@H]1[C@H](c1ccoc1)N(Cc1ccccc1)C2=O	-1.8	-14.8	-18.7	6.5	0.5	6.5	4.6	1.7	-9.9	13.5	-3.9
COc1ccccc1N1CCN(C(=O)COc2ccc(S(=O)(=O)NC(C)C)cc2)CC1	-7.5	0.7	-9.4	-9.3	7.4	-0.3	5.9	-16.2	-7.5	-9.4	-0.8
CN(C(=O)c1ccccc1NC(=O)C(F)(F)F)c1ccccc1	4.1	12.8	4.7	8.6	8.0	5.4	2.3	19.0	14.8	10.8	1.3
CCN1c2ccccc2S(=O)(=O)c2ccccc21	7.6	-11.0	-4.4	14.1	-10.6	-14.5	6.2	5.1	8.2	-0.8	7.5
Cc1ccc(CC(CC(=O)Nc2cccc(C(F)(F)F)c2)C(=O)O)cc1 (stereo unspecified)	-23.6	1.5	12.4	13.8	-12.5	5.5	-4.1	3.5	-4.0	1.2	-7.5
CC(=O)Oc1ccc2ccc(=O)oc2c1	-11.7	6.0	-12.0	5.4	5.6	9.6	4.8	-16.6	-26.1	9.2	5.2
O=C(C[n+]1ccccc1)c1ccc(NC(=O)c2ccccc2)cc1	-7.6	-11.0	1.6	-32.8	-1.0	-2.4	-5.4	11.6	9.4	11.1	5.5

# COUP-TFII inh: entries above that show a hit.
compound | Shn3 3UTR inh | TWEAK Fn14 block | NCOA3 inh | LMP1 NFkB inh | COUP-TFII inh | LRH-1 inv ag | CF NFkB block | NCOA1 inh
CCCOc1ccc(/C=N/Nc2ccccc2[N+](=O)[O-])c(O)c1 | -11.8 | 98.2* | 46.8 | 24.5 | 44.1* | -2.8 | -16.3 | 35.6

# Next structures:
Compound	Shn3 3UTR inh	TWEAK Fn14 block	NCOA3 inh	TROY NFkB inh	LMP1 NFkB inh	TRAIL sens C8	KKLEB cytotox	COUP-TFII inh	LRH-1 inv ag	CF NFkB block	NCOA1 inh
CC(Oc1ccc(Cl)cc1Cl)C(=O)Nc1ccc(N2CCN(C)CC2)cc1 (stereo unspecified)	13.2	-20.6	13.2	1.7	-20.6	3.6	-37.4	15.8	30.8	19.3	-41.8
O=C(C(=O)N1CCN(Cc2ccc3c(c2)OCO3)CC1)c1c[nH]c2ccccc12	-8.0	-6.7	-31.8	-0.1	1.8	-11.6	3.4	10.5	4.9	9.5	-5.4
CCn1c(Cc2c(C)[nH]c3ccccc23)nnc1SCC(N)=O	10.6	4.5	15.5	2.1	-4.0	-7.4	-7.2	4.5	10.4	0.6	3.9
O=C(NC1CCCCC1)C1CCCN(c2nnnn2-c2ccccc2)C1 (stereo unspecified)	-32.9	14.1	25.8	-1.9	-7.5	10.3	5.1	19.4	13.2	6.9	-10.1
COc1ccc(S(=O)(=O)Nc2ccccc2OC)cc1NC(=O)CC1CC2CCC1C2 (stereo unspecified)	49.5	46.7	15.8	7.7	11.4	16.9	1.7	20.7	-4.9	10.3	3.2
Cc1noc(C)c1S(=O)(=O)N1CCC(C(=O)NC2CCCc3ccccc32)CC1 (stereo unspecified)	-5.7	11.3	-34.0	15.0	-0.5	-19.8	5.3	6.8	-16.9	-12.0	-0.6
CCCn1c2ccccc2c2nnc(SC(CC)C(=O)Nc3cc(C)on3)nc21 (stereo unspecified)	10.7	-9.5	-17.5	-1.6	1.1	13.2	-8.5	4.5	-1.7	-3.7	3.7
CCSC1=C(C#N)C(c2cccc(Br)c2)CC(=O)N1 (stereo unspecified)	-5.7	8.4	18.5	11.7	0.3	-11.0	-9.5	11.4	-11.1	5.4	5.0
CC(C(=O)NCCN1C(=O)S/C(=C\c2cccnc2)C1=O)N1C(=O)c2ccccc2C1=O (stereo unspecified)	7.9	-18.8	6.5	9.9	7.6	5.5	12.9	-8.1	-4.0	-6.9	13.5
COCCNC(=O)CCCCCn1c(=S)[nH]c2ccccc2c1=O	-16.6	16.2	4.9	-11.8	2.0	0.9	6.9	3.9	-3.1	-10.9	-25.3
COc1ccccc1NC(=S)N(Cc1ccco1)Cc1cc2cccc(C)c2[nH]c1=O	29.5	-15.8	14.1	-5.6	2.2	7.9	-5.2	-32.9	31.1	-11.9	4.8
Cc1ccc(NC(=O)N2CCC(C(=O)NCc3ccccc3)CC2)cc1	23.1	-11.5	8.5	10.7	-2.0	-10.2	2.1	0.6	-4.2	-2.0	-11.4
CCCCCCC1CC(CC(=O)Nc2ccc([N+](=O)[O-])cc2)C(=O)O1 (stereo unspecified)	-15.9	-10.7	5.0	9.1	-6.4	-6.8	-3.8	-5.2	11.0	-28.0	6.2
Cc1ccc(C)c(S(=O)(=O)N(C(=O)c2ccncc2)c2ccc(OC(=O)c3ccncc3)cc2)c1	3.0	84.3*	14.0	67.9*	20.4	-1.6	-8.8	10.0	2.8	69.0*	9.2
Cc1cccc(C)c1NC(=O)C(c1cccc([N+](=O)[O-])c1)N(C)C(=O)c1ccccn1 (stereo unspecified)	-8.2	4.4	19.7	-1.1	-0.9	-18.8	-0.4	9.1	-0.8	-5.1	-10.1

# (more compounds)
Compound	Shn3 3UTR inh	TWEAK Fn14 block	NCOA3 inh	TROY NFkB inh	LMP1 NFkB inh	TRAIL sens C8	KKLEB cytotox	COUP-TFII inh	LRH-1 inv ag	CF NFkB block	NCOA1 inh
COc1ccc(-n2c(SCC(=O)Nc3ccc(C)cc3)nc(O)c(Cc3ccccc3)c2=O)cc1	-7.3	-4.6	-6.2	-0.6	-2.2	-11.8	8.8	4.4	6.6	-29.7	-1.1
N#Cc1ccc(C(=O)N2CCN(S(=O)(=O)c3ccc(Br)s3)CC2)cc1	18.0	-2.5	-11.3	-3.5	-0.9	-1.8	-4.9	-3.0	23.7	2.5	3.9
COc1ccc(/C=C/c2nnc(NC(=O)COc3ccccc3)s2)cc1	-15.9	-16.8	6.3	-7.4	-5.7	-8.6	6.3	-2.8	-21.1	0.1	1.5
COc1ccc(/C(O)=C/c2nc3ccc(C(=O)NCCc4cccc(C)c4)cc3[nH]c2=O)cc1OC	-13.9	-4.2	-2.7	-2.1	-10.5	-4.6	0.8	-7.6	-15.6	-9.0	6.0

# Some of the compounds tested (hit frequency here may not be typical).
